# Compound activity as filed in PubChem.
# FadD28 FP inh = M. tuberculosis FadD28 bisubstrate binding inhibition. inhibition, % at 12.5 µM. actives 0.22% (n = 360,000). FadD28 bisubstrate probe binding, fluorescence polarization; in the data active = inhibition above about 8.5%, passing the limit was not always enough; inconclusive = no clear call, values can overlap the other calls
# DUSP3 inh = blocks human VHR1 dual specificity phosphatase; P51452; recombinant VHR phosphatase, pNPP absorbance; inhibition, % at 13.3 µM; actives 0.52% (n = 290,000); AID 1654; in the data active = inhibition above about 50%; also: some compounds called inactive have numbers as strong as hits
# Target sequence (P51452 whole entry, looked up): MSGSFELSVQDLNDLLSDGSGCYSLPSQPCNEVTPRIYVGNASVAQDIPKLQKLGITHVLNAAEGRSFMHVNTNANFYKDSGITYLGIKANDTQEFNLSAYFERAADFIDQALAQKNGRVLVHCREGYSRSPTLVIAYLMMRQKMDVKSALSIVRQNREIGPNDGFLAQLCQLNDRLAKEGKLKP
# UGM FP inh = blocks M. tuberculosis UGM enzyme | purified UGM, fluorescence polarization probe displacement | inhibition, % at 10 µM | actives 0.06% (n = 320,000); in the data active = inhibition above about 10%, passing the limit was not always enough; inconclusive = no clear call, values can overlap the other calls
# Target sequence (P9WIQ1 whole entry, looked up): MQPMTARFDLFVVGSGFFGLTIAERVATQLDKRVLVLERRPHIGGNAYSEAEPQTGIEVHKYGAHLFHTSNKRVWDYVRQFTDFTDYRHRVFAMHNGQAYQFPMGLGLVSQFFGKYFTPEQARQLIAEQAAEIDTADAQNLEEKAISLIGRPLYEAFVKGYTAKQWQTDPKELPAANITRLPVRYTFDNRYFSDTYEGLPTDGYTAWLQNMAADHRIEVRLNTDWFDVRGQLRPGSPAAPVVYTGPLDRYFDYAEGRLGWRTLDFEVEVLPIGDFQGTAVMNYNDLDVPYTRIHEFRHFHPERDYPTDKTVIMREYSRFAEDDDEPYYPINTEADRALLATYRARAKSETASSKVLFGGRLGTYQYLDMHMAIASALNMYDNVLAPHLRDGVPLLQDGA
# GDH-TPI counter = GDH-TPI coupled enzyme inhibition counter-screen | GDH-TPI coupled enzyme counterscreen, NADH absorbance | inhibition, % at 4.8 µM | actives 1.2% (n = 360,000);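 also: 0% = DMSO wells and 100% = wells lacking the enzyme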
# MazF activator = activators of E. coli MazEF toxin-antitoxin RNase. P0AE70. activation, % at 20 µM. FAM/BHQ RNA-DNA oligo cleavage fluorescence, 5 h. actives 0.32% (n = 350,000). AID 504720; in the data active = activation above about 50%
# Target sequence (P0AE70 whole entry, looked up): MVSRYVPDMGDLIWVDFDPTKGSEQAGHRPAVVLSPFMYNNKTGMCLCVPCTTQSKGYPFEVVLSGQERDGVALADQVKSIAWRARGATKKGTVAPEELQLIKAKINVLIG
# Rv3671c protease = inhibitors of M. tuberculosis serine protease Rv3671c; P9WHR9; inhibition, % at 5.96 µM; actives 0.048% (n = 320,000); AID 2606; in the data active = inhibition above about 38%;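 also: extracellular domain of Rv3671c used as enzyme; 0% = enzyme with DMSO and 100% = no enzyme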
# CCHFV vOTU inh = blocks the CCHF virus ovarian tumor domain protease; CCHFV vOTU protease, Pep-AMC fluorescence; inhibition, % at 11.5 µM; actives 0.55% (n = 370,000); also: 0% = vehicle wells with enzyme and 100% = no enzyme wells
# BioA inh = BioA (M. tuberculosis) enzyme inhibition | purified M. tuberculosis BioA enzyme, plate reader | inhibition, % at 9.99 µM | actives 0.096% (n = 360,000); in the data active = inhibition above about 40%; inconclusive = no clear call, values can overlap the other calls
# BoNT-F LC inh = inhibitors of Botulinum neurotoxin F light chain protease; Multiplex microsphere protease cleavage assay, flow cytometry; inhibition, % at 10 µM; actives 0.22% (n = 360,000); AID 588497; in the data active = inhibition above about 35%, passing the limit was not always enough; inconclusive = no clear call, values can overlap the other calls; also: plate controls were buffer without enzyme for full effect and enzyme alone for no effect
# Mtb FBA inh = inhibitors of M. tuberculosis fructose-bisphosphate aldolase. P9WQA3. purified M. tuberculosis FBA, fluorescence read-out. inhibition, % at 1 µM. actives 2.3% (n = 360,000). AID 588726; in the data active = inhibition above about 27%;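 also: 0% = vehicle and 100% = reference inhibitor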
# Target sequence (P9WQA3 whole entry, looked up): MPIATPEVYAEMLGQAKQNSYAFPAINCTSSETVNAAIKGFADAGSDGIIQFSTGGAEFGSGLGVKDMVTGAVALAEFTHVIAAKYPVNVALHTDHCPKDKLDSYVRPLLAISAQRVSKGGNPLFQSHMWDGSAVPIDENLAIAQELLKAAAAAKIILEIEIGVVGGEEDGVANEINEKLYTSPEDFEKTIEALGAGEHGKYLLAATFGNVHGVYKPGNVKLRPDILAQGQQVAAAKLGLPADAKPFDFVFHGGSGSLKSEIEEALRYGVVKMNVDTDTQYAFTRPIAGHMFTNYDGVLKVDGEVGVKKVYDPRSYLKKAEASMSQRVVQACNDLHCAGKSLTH
# The depositor's hits bear a star; ? = inconclusive; / = no result given. Rule as the data show it, unless noted: active = inhibition above about 30%; inactive = the rest.
SMILES,FadD28 FP inh,DUSP3 inh,UGM FP inh,GDH-TPI counter,MazF activator,Rv3671c protease,CCHFV vOTU inh,BioA inh,BoNT-F LC inh,Mtb FBA inh
CCN(c1ccc(NS(=O)(=O)c2cc(Cl)ccc2Cl)cc1)C(C)C,-2.4,10,1.2,8,-2,3,18,/,-11,-4
CC[C@]12c3[nH]c4ccccc4c3CCN1C(=O)C(CC(=O)NCCCOC)C[C@@H]2C(=O)N1CCN(C(=O)C2CC2)CC1 (stereo partly drawn),-0.9,/,4.7,8,-4,0,7,-3.3,0,1
O=C(O)c1cccc2c1C(=O)c1ccccc1C2=O,1.5,18,0.4,7,-21,-8,10,1.1,-2,3
O=S(=O)(NC1CCCC1)c1ccc(-n2cnnn2)cc1,-1.5,2,-0.4,5,-23,6,18,-1.5,-4,0
O=C(c1ccoc1)N1CCN(c2cc(-c3ccncc3)nc3cc(-c4cccc(Cl)c4)nn23)CC1,-0.3,/,/,5,17,/,2,/,-8,7
O=C(O)CCc1n[nH]c(=S)[nH]c1=O,-0.5,16,-0.4,5,-1,0,9,0.0,1,1
CC1CCCC(C)N1/N=C/c1ccc(Cl)cc1 (stereo not drawn),-3.3,16,0.3,-2,0,6,15,0.3,22,-4
Brc1ccc(Nc2ncnc3[nH]ncc23)cc1,-7.4,18,-3.0,5,2,-7,3,4.5,-12,5
CCOc1ccc(NC(=O)CSc2nnc(-c3ccoc3C)n2CC2CCCO2)cc1 (stereo not drawn),-2.6,18,1.9,3,2,4,7,0.2,-6,1
O=C(CSCc1ccccc1Cl)NN1C(=O)c2ccccc2C1=O,-1.1,21,2.4,2,2,-1,-12,0.2,-6,0
CC(C)c1ccc(NC(=O)C2CC(=O)Nc3nc4ccccc4n32)cc1 (stereo not drawn),-1.3,15,0.1,2,-19,0,4,-0.6,-1,3
CCOC(=O)c1c(N)nn(C(=O)C(C)(C)C)c1-c1ccccc1,-0.2,-1,1.9,-6,4,-7,-5,-1.3,-2,1
Cc1c(C(=O)N/N=C/c2ccc(O)cc2)sc(=S)n1C,-1.9,-7,-2.9,43*,21,-15,-1,/,-9,-3
COc1ccc2c(=O)c(-c3ccc(OC)c(OC)c3)coc2c1,-0.8,12,-0.7,3,1,-2,5,0.1,11,1
CCN(CC)CCC(=O)N1c2ccccc2Sc2ccc(Cl)cc21,-2.2,/,-1.1,0,9,1,-5,2.2,-7,5
COc1ccc(/C=N/Nc2cc(C)nc(-n3nc(C)cc3C)n2)c(OC)c1,0.8,4,-2.6,37*,-4,-6,7,/,-8,0
COc1ccc([N+](=O)[O-])cc1NS(=O)(=O)c1ccc(C)cc1,-1.3,11,1.4,5,0,4,-1,0.0,-7,0
Fc1ccc(-c2n[nH]c(=S)n2/N=C/c2c[nH]c3ccccc23)cc1,-5.9,7,1.2,17,1,4,12,/,0,0
O=C(Nc1nnc(SCc2ccccc2Cl)s1)c1cccc([N+](=O)[O-])c1,-2.3,9,1.5,17,0,-5,-5,/,1,-6
O=C(CCCN1C(=O)C(c2ccccc2)Oc2cccnc21)NCCc1ccc(Cl)cc1 (stereo not drawn),-0.5,-9,0.6,3,-2,-2,17,/,-2,-2
Cc1ccc(-n2nc(C)c(C(=O)N3CCN(C(=O)c4ccco4)CC3)c2-n2cccc2)cc1,1.9,16,0.4,2,-6,2,-6,1.7,2,0
CCOC(=O)N1CCN(S(=O)(=O)c2ccc(F)c(C(=O)Nc3cccc(C)c3C)c2)CC1,-0.9,13,0.1,8,6,-4,-2,-1.9,6,3
COC(=O)c1ccc(NC(=O)c2cc(-c3ccccn3)nc3ccccc23)cc1,-0.4,39,0.6,4,24,3,-7,-1.5,-11,2
CC1=C(C(=O)N(C)C)CC(CC(=O)NC2CCCCC2)C(=O)N1Cc1ccc(C(C)(C)C)cc1 (stereo not drawn),0.0,/,/,12,5,/,14,1.6,0,2
CC1(C)O[C@@H]2[C@H](O1)[C@@H](CO)O[C@H]2n1ccc(=O)[nH]c1=O,0.9,/,1.7,-4,1,8,-10,-3.7,1,3

# Continued (2 carried over from the part before).
SMILES,FadD28 FP inh,DUSP3 inh,UGM FP inh,GDH-TPI counter,MazF activator,Rv3671c protease,CCHFV vOTU inh,BioA inh,BoNT-F LC inh,Mtb FBA inh
CC1=C(C(=O)N(C)C)CC(CC(=O)NC2CCCCC2)C(=O)N1Cc1ccc(C(C)(C)C)cc1 (stereo not drawn),0.0,/,/,12,5,/,14,1.6,0,2
CC1(C)O[C@@H]2[C@H](O1)[C@@H](CO)O[C@H]2n1ccc(=O)[nH]c1=O,0.9,/,1.7,-4,1,8,-10,-3.7,1,3
O=C(CSc1nnc(-c2ccccc2)o1)N1CCOCC1,-0.2,14,0.1,-2,-4,-5,-5,-0.7,7,-3
COc1ccc(OC)c(NC(=O)C(CCS(C)(=O)=O)NC(C)=O)c1 (stereo not drawn),-2.9,26,2.0,-2,-11,2,-8,-0.1,-2,-2
CCOC(=O)c1cccc(C2=C(CNC(C)=O)[C@H]3CC[C@@H](C2)N3Cc2ccccc2)c1,-2.9,/,/,-9,1,/,-4,-2.9,-8,0
Cc1cnc(C(=O)OCC(=O)c2ccc(C3CCCCC3)cc2)cn1,0.3,/,-0.9,8,-4,-1,1,-0.2,1,0
CC(C)(C)C(=O)NC(=S)NNC(=O)C(c1ccccc1)c1ccccc1,-0.9,20,-1.3,9,1,5,/,1.2,-6,0
O=C(NCCCO)c1c(O)c2cccc3c2n(c1=O)CCC3,-0.4,15,2.6,9,2,-7,-14,/,-21,6
CN(C(=O)c1cc(COc2ccc(F)c(F)c2)on1)C1CCOC1 (stereo not drawn),0.9,2,-1.4,0,-8,-2,2,0.2,5,2
O=C(CSc1nc(O)cc(=O)n1-c1ccccc1)Nc1nc2ccccc2s1,13*,25,4.2,-1,-7,-98,15,-1.8,?,0
Cc1nn(C)c(C)c1/C=C(/C(=O)C(C)(C)C)n1cncn1,-0.2,21,0.2,12,-6,10,-9,0.2,?,-2
COc1cc(/C=C(\C#N)C(=O)Nc2ccc3c(c2)OCCO3)ccc1O,-0.9,-11,-2.1,0,-16,4,14,/,5,-30
CCn1nc(C(=O)N2CCN(Cc3ccc4c(c3)OCO4)CC2)c2ccccc2c1=O,-2.4,8,2.5,0,3,-3,-6,11,-1,2
CN(CC(=O)Nc1cccc(F)c1)C(=O)CCCc1cccs1,-1.1,9,-1.0,3,0,5,-5,6.7,1,-1
COc1ccc(CCNC(=O)CSC2=NS(=O)(=O)c3cc(Cl)ccc3N2)cc1OC,0.4,/,/,-6,-3,11,1,1.9,-18,0
Cc1ccc(Nc2nc(N)nc(CN3CCc4ccccc4C3)n2)cc1,-2.7,17,1.2,6,4,-7,6,-1.5,-8,-5
c1ccc(-c2nn3cnnc3c3ccccc23)cc1,-1.8,29,0.0,6,0,7,-1,/,4,-4
CC1CN(CC(=O)NCc2ccc(Cl)cc2)CC(C)O1 (stereo not drawn),-2.7,4,-1.2,-4,-10,-4,2,-0.7,-19,1
CCCNC(=S)Nc1ccc(Nc2ccccc2)cc1,1.6,31,-0.6,14,2,3,9,6.7,-33,3
CCc1ccc(NC(=S)Nc2cc(C(=O)O)ccc2N2CC3CC(C2)c2cccc(=O)n2C3)cc1 (stereo not drawn),-1.5,-3,2.4,-1,2,2,6,/,-4,4
Cn1c(=O)[nH]c(=O)c2c1nc(SCC(O)CO)n2Cc1ccccc1Cl (stereo not drawn),-0.4,21,2.7,4,4,-1,-11,/,23,0
O=C(Cn1cc(C(=O)C(F)(F)F)c2ccccc21)Nc1ccccc1F,-0.2,-16,3.0,-7,9,-2,0,0.2,-3,-1
COc1ccc(C(=O)N/N=C/c2ccccc2OC(=O)c2ccccc2)cc1,-0.8,10,-2.3,6,3,-9,1,0.2,-5,2
CON(C)C(=O)CC1(CN(Cc2ccccc2)C(=O)OC(C)(C)C)CCCCC1,-4.0,/,6.1,-2,0,-1,21,1.1,-5,-4
CCNS(=O)(=O)c1cccc(C(=O)c2c(C)cc3ccccn23)c1,-1.9,-7,2.3,13,2,6,-2,/,-6,-2
O=C(NCCN1CCOCC1)c1ccc2c(c1)N(Cc1ccc(F)cc1)C(=O)c1ccccc1S2(=O)=O,-1.8,-53,-0.1,-6,-2,-1,0,3.1,-8,1
CCn1c(SCC(=O)Nc2ccc(C)cc2)nc2sc3c(c2c1=O)CCN(C)C3,-2.0,1,-0.1,20,12,-11,-55,2.6,-3,10

# New compounds follow.
SMILES,FadD28 FP inh,DUSP3 inh,UGM FP inh,GDH-TPI counter,MazF activator,Rv3671c protease,CCHFV vOTU inh,BioA inh,BoNT-F LC inh,Mtb FBA inh
CN1N=C2c3ccccc3CCC2C1c1ccc(F)cc1 (stereo not drawn),-0.6,-15,3.2,0,4,5,-9,-1.6,-3,0
COc1ccc(OC)c(NC(=O)c2ccc3c(c2)C(=O)N(CC2CCCO2)C3=O)c1 (stereo not drawn),-0.4,30,1.2,-1,5,1,-4,-1.0,-5,1
COc1ccc(CN(CC(=O)NCCC(C)C)C(=O)CCC(=O)Nc2nccs2)cc1,-1.1,10,1.3,7,-3,3,16,-1.3,-11,1
Fc1cccc(NC(=S)N2CCn3cccc3C2c2cccnc2)c1 (stereo not drawn),-2.1,1,0.0,0,-1,-7,1,5.9,3,1
CC1=CC(C)(C)NC(=S)N1c1ccccc1,0.4,29,-0.6,10,-11,8,-12,-2.5,-7,0
CC(C)(C)C(=O)NCCCNc1ccc([N+](=O)[O-])cc1,-1.2,34,1.7,4,-5,-2,17,1.4,1,-7
FC(F)(F)c1nc(N2CCCC2)ncc1-c1nnnn1-c1ccccc1,-0.5,26,0.3,2,2,3,3,2.4,-2,0
Cc1ccc(-c2ccccc2[C@@H]2C[C@H]3CN(C)C(=O)[C@]34CCCN24)o1,-0.2,39,-3.5,6,9,-2,6,-1.5,-2,0
C/C(=N/OCO/N=C(\C)c1ccc(F)cc1F)c1ccc(F)cc1F,-2.2,0,-0.8,11,4,1,1,/,1,-1
COc1ccc(OC)c(S(=O)(=O)N(C)CC(=O)Nc2ccccc2OC)c1,-3.5,-13,-0.2,-6,2,-4,-3,1.4,18,0
CN(C)CCCNC(=O)c1cccc(-c2ccc3nccn3c2)c1,-3.7,/,/,-8,/,/,0,8.3,4,-1
CCCn1c(C)cc(C(=O)COc2ncnc3sccc23)c1C,0.4,34,0.9,16,1,7,-10,0.6,-3,1
CCCCOc1ccc(N(CC(=O)NCC2CCCO2)C(=O)CCC(=O)Nc2nccs2)cc1 (stereo not drawn),0.7,26,-1.1,7,6,9,9,/,-4,0
O=C(N/N=C\C=C\c1ccc2c(c1)OCO2)c1ccc(F)cc1,-2.8,0,1.2,30,15,18,-4,-0.3,-4,6
CC(C)(C)c1ccc(S(=O)(=O)NC(=O)C2(C)CCN2C(=O)CC2CCCC2)cc1 (stereo not drawn),0.0,/,/,-2,/,/,10,-1.4,-4,0
CCN1CCCC1CNc1ccc(S(C)(=O)=O)cc1[N+](=O)[O-] (stereo not drawn),0.8,47,-1.1,7,1,-1,5,-0.3,-4,-1
CC[C@@]1(c2ccccc2OC)C(=O)N(C(=O)OC)N1C(=O)OC,-1.6,41,-2.5,9,5,-9,/,0.6,-7,-1
CC1CN(S(=O)(=O)c2ccc(C(=O)Nc3sccc3C(N)=O)cc2)CC(C)O1 (stereo not drawn),-5.9,-5,0.5,7,5,-11,12,/,-2,1

# Taken from above:
# Entry of CC(C)(C)C(=O)NCCCNc1ccc([N+](=O)[O-])cc1 in CCHFV vOTU inh: 17
# Entry of CCN(CC)CCC(=O)N1c2ccccc2Sc2ccc(Cl)cc21 in UGM FP inh: -1.1

# Entries of single compounds from above. Order of screens: FadD28 FP inh | DUSP3 inh | UGM FP inh | GDH-TPI counter | MazF activator | Rv3671c protease | CCHFV vOTU inh | BioA inh | BoNT-F LC inh | Mtb FBA inh
# Record of Fc1cccc(NC(=S)N2CCn3cccc3C2c2cccnc2)c1 (stereo not drawn) = -2.1 | 1 | 0.0 | 0 | -1 | -7 | 1 | 5.9 | 3 | 1
# Record of CCCCOc1ccc(N(CC(=O)NCC2CCCO2)C(=O)CCC(=O)Nc2nccs2)cc1 (stereo not drawn) = 0.7 | 26 | -1.1 | 7 | 6 | 9 | 9 | / | -4 | 0
